High-throughput results as filed in PubChem BioAssay.
bCat nuc transl = modulators of beta-catenin nuclear translocation, primary screen, imaging, HeLa cells, immunofluorescence, high-content. 190,000 compounds, 0.3% hits. nuclear translocation activity, % at 5 µM. AID 1665, 2009;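 active = nuclear translocation activity above 50% at 5 µM, with a well cell count of 50 or more; inconclusive = wells under 50 cells across six images, flagged as toxic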;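 also: per-cell ratio of nuclear to cytoplasmic median beta-catenin stain intensity; plate controls were DMSO negative control for no effect and GSK-3 inhibitor IX positive control for full effect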
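Test system: HeLa cells, endogenous beta-catenin; Compound: single 5 µM dose plus 0.02–20 µM confirmation series; Times: compound exposure 24 h at 37°C; Signal: fluorescence imaging of beta-catenin antibody stain plus DAPI; Read-out: % activation, nuclear-to-cytoplasmic median beta-catenin signal ratio per cell.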
Myeloid diff MLP = induction of myeloid progenitor differentiation, primary screen, cell-based, flow cytometry, MLPCN library. calls only at 10 µM. ER-HoxA9 myeloid progenitors, lysozyme-GFP differentiation. AID 624256, 2012. 360,000 compounds, 1% hits;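 active = normalized GFP-positive differentiation at or above the plate's own cutoff, the solvent-only control mean plus 3 SD; inconclusive = no clear call, values can overlap the other calls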;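 also: cells exposed to compound for four days before flow analysis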
TNAP activators = human TNAP enzyme activators, primary screen, biochemical, luminescent, no phosphate acceptor, uHTS (AID 1001); Alkaline phosphatase, tissue-nonspecific isozyme (Homo sapiens); purified TNAP, luminescent activation assay, no phosphate acceptor; higher activation fold means a stronger effect; activation fold at 20 µM, or EC50 in µM where a hit was titrated; 200,000 compounds, 0.03% hits; in the data active = activation fold from about 3, or a potency from the dose series; inactive = the rest, 99 in 100 with activation fold below about 1.6; also: many of its hits are not listed in these tables
MT stabilize HCS = microtubule stabilizers in HeLa cells, primary screen, imaging, high-content imaging | HeLa tubulin immunostaining HCS, 24 h; share of cells brighter than vehicle mean+2SD | % tubulin-high responders, % at 10 µM | 200,000 compounds, 0.83% hits | AID 2205, 2009;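 active = plate Z-score above 3 for both tubulin-high and condensed-nucleus cell shares, with cell loss under 80%, at 10 µM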;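 also: anti alpha tubulin signal scored within the nucleus-defined area of each cell; some results filed as inactive read as strong as hits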
Hep lipid drop = inhibitors of hepatocyte lipid droplet formation, primary screen, imaging, high-throughput imaging, BODIPY stain. inhibition, % at 6.5 µM. 240,000 compounds, 0.4% hits. AML12 mouse hepatocytes, oleate lipid droplets;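 active = lipid droplet intensity inhibited by at least 50%, with more than 500 cells counted; inconclusive = wells with under 300 cells, treated as cytotoxic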
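Assay system: AML12 hepatocytes (mouse); Probe or stimulus: oleic acid at 100 µM to induce lipid droplet formation; Dosing: compound at 6.5 µM only; Schedule: compound with oleate, overnight; Detection: fluorescence imaging, 20x objective, two fields per well; Measure: % inhibition of lipid droplet signal.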
human PMI inhibition = inhibitors of human PMI, primary screen, biochemical, fluorescence intensity, coupled assay (AID 1209); 190,000 compounds, 0.42% hits; one-dose inhibition, % at 20 µM; IC50 in µM for titrated hits; purified PMI enzyme, coupled fluorescence intensity; higher % means a stronger effect; in the data active = inhibition above about 50%;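 also: plate controls were DMSO vehicle for no effect and wells lacking substrate for full effect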
Dynein transport = inhibitors of GR-EGFP nuclear translocation, primary screen, dynein cargo transport inhibitor project, imaging, high-content, 3617.4 mouse cells; test concentration mostly 20 µM; stimulated with dexamethasone, 1 µM; stronger effect = lower value; z-score, hits read low; 220,000 compounds, 0.47% hits; AID 1381, 2008;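 active = plate z-score of nuclear minus cytoplasmic receptor signal below a set negative limit, without overly bright fluorescence or cell loss, cut at about -3.5 in these data, passing the limit was not always enough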;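 also: z-score of nuclear minus cytoplasmic ring GR-EGFP intensity difference per well; some compounds called inactive have numbers as strong as hits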
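Buffer or medium – tet-free medium with charcoal-stripped serum · Signal – automated 10x imaging of fixed Hoechst-stained cells · Also added – dexamethasone agonist, 1.0 µM final, for 30 min · Incubation – induction 48 h, compound 1 h, agonist 30 min · Read-out – GR-EGFP nuclear translocation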
T cell HTS = modulators of CD8 T cell-vesicle binding, primary screen, mouse 2C CD8+ T cells, flow cytometry; 2C CD8+ T cell-vesicle binding; stronger effect = lower value; calls only at 7 µM; 330,000 compounds, 0.068% hits;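 active = response, share of CD8 T cells binding vesicles, and their 90th percentile fluorescence all below set limits, cut at about 80% in these data, passing the limit was not always enough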
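System: murine 2C transgenic CD8+ T lymphocytes; also added: QL9-loaded Drosophila micro-vesicles; times: binding 1.5 h at 37 °C; measured by: flow cytometry, PE anti-B7-1 (FL2) versus Alexa647 anti-CD8 (FL8), PFA-fixed; control set: Peptide-free naked vesicles (low) and QL9 vesicles with 0.7% DMSO vehicle (high)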
Insulin prom up = insulin promoter activators in MIN6 cells, imaging, high-content screening, mouse beta cells. MIN6 insulin promoter-GFP reporter; stronger effect = higher value. z-score at 5 µM. 190,000 compounds, 0.3% hits. AID 1625, 2009;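 active = z-score above 3 at 5 µM with at least 500 cells counted in the well; inconclusive = wells under 500 cells, flagged as cytotoxic or low count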
Dynein transport cytoplasmic EGFP = recorded beside Dynein transport, whose call it bears; z-score; measured here: cytoplasmic GR-EGFP intensity; stronger effect = higher value
Dynein transport nuclear GR-EGFP = further read-out of Dynein transport, marked with its call; z-score; measured here: nuclear GR-EGFP intensity;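 lower value marks the stronger effect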
Dynein transport cell count = further read-out of Dynein transport, marked with its call; z-score; measured here: cell count per field
Insulin prom up cell count = second read-out of Insulin prom up, no call of its own (marks repeat the call); cell count; measured here: cytotoxicity, nuclei count;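 total cells summed across four imaged fields per well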
Hep lipid drop cells 6.5 µM = also measured in Hep lipid drop; calls as there; cell count; measured here: cell count, cytotoxicity flag;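 cells counted across two imaged fields per well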
bCat nuc transl cell count 5 µM = also measured in bCat nuc transl; calls as there; cell count; measured here: cell count, cytotoxicity flag
T cell HTS vesicle-bound % = second read-out of T cell HTS, no call of its own (marks repeat the call); double positive events, %; measured here: CD8+ vesicle-bound cell fraction;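 binding gate set so that unloaded-vesicle control wells show 10% double positive cells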
MT stabilize HCS Hoechst-high % = also measured in MT stabilize HCS; calls as there; % Hoechst-high responders; measured here: nuclear condensation Hoechst responders;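 share of cells brighter than vehicle mean plus two SD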
MT stabilize HCS cytotoxicity % = second read-out of MT stabilize HCS, no call of its own (marks repeat the call); toxicity, %; measured here: cytotoxicity by cell density;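 0% = mean cell density of plate MIN control wells and 100% = no cells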
Myeloid diff MLP GFP+ MAC1+ % = also measured in Myeloid diff MLP; calls as there; GFP+ MAC1+ double positive, %; measured here: differentiation confirmed by MAC1 staining
* hit, by the source's call; i = inactive; ? = inconclusive; . = no result given.

SMILES	bCat nuc transl	bCat nuc transl cell count 5 µM	Myeloid diff MLP	Myeloid diff MLP GFP+ MAC1+ %	TNAP activators	MT stabilize HCS	MT stabilize HCS Hoechst-high %	MT stabilize HCS cytotoxicity %	Hep lipid drop	Hep lipid drop cells 6.5 µM	human PMI inhibition	Dynein transport	Dynein transport cytoplasmic EGFP	Dynein transport nuclear GR-EGFP	Dynein transport cell count	T cell HTS	T cell HTS vesicle-bound %	Insulin prom up	Insulin prom up cell count
Cc1ccc(N2C(N)=NC(N)=NC2(C)C)c(C)c1	0.7	1423	?	.	1.1	3.3	3.1	7.7	.	.	-3%	0.72	0.2	0.83	-0.25	i	18	0.11	1513
O=C(c1ccccn1)C1CCCN(Cc2nc(Cc3cccc(F)c3)no2)C1 (stereo not drawn)	-1.6	1344	i	0.7	.	.	.	.	-25	686	.	-0.37	-0.22	-0.15	-0.44	i	20	-0.06	1042
COc1ccc(OCC(=O)N2CCN(C(=O)c3ccco3)CC2)cc1	-0.2	786	i	0.5	1.1	3.0	1.3	3.4	.	.	3%	-0.85	-0.19	-0.31	1.2	i	65	-0.35	952
Cc1ccc(-c2nc(-c3ccccn3)no2)cc1[N+](=O)[O-]	-0.1	1262	i	0.5	.	.	.	.	0	706	.	0.4	-0.25	0.1	-0.23	i	32	-0.24	1091
COCCn1c(N)c(N(Cc2ccccc2)C(=O)c2cc3ccccc3o2)c(=O)[nH]c1=O	0.6	1018	i	0.7	1.1	4.2	3.0	14	-6	727	-18%	-0.091	-0.19	0.25	0.76	i	3	-0.5	1215
Cc1cc(C)cc(-c2nc(-c3ccncc3)no2)c1	.	.	i	1.6	1	2.1	3.5	5.6	.	.	-2%	-0.9	-0.22	-0.4	0.085	i	12	-0.5	937
O=C(Nc1ccc(S(=O)(=O)N2CCOCC2)cc1)C1CCCCC1	.	.	i	1.0	1.1	4.9	2.1	6.5	1	687	13%	-0.24	-0.25	-0.46	-0.35	i	18	.	.
CCCCN(CC)C(=O)c1ccccc1Oc1ccccc1	-0.6	516	i	0.4	1.1	5.2	1.7	9.8	-3	633	-8%	-0.45	-0.31	-0.5	0.7	i	23	0.86	1301
Cc1ccccc1C(=O)OC1OC(=O)C(Cl)=C1Nc1ccccc1 (stereo not drawn)	0.7	1003	i	0.5	1	1.5	1.3	2.4	2	711	11%	0.036	-0.19	-0.29	0.12	i	48	0.28	1299
Cn1c(NC(=O)/C=C/c2ccccc2)cc(=O)n(C)c1=O	1.7	1086	i	0.4	1.1	3.5	2.8	6.2	2	695	6%	0.63	-0.19	0.59	-0.59	i	47	0.29	1248
Cc1ccn(C)c(=N)c1	0.5	1365	i	0.2	.	.	.	.	2	776	.	0.019	-0.2	-0.087	-0.19	i	26	0.35	1077
COc1ccc(C(=O)c2c[nH]c(C(=O)NCc3cccnc3)c2)cc1	-0.8	1059	i	0.9	1	4.2	1.8	6.4	10	693	2%	0.3	-0.22	-0.16	0.35	i	35	0.86	1968
CNS(=O)(=O)c1cccc(C(=O)OCc2cc(C(C)=O)ccc2OC)c1	-2.4	1124	i	0.4	1.1	1.3	2.5	10	-17	707	6%	0.98	-0.2	0.87	-0.82	i	35	-0.06	1339
CCCn1c(SCC(=O)Nc2nc(C)c(C(=O)OC)s2)nnc1C(C)C	-4.5	999	i	1.0	1.1	4.2	2.2	5.4	.	.	-4%	0.23	-0.22	0.16	-1.5	i	28	0.81	1213
Cc1nc(C(=O)NNC(=O)c2ccccc2)c(C(F)(F)F)o1	-1.2	1206	i	0.5	.	.	.	.	-4	653	.	0.25	-0.2	0.081	-0.59	i	26	-0.26	1385

Next section; the last three above are carried over.
SMILES	bCat nuc transl	bCat nuc transl cell count 5 µM	Myeloid diff MLP	Myeloid diff MLP GFP+ MAC1+ %	TNAP activators	MT stabilize HCS	MT stabilize HCS Hoechst-high %	MT stabilize HCS cytotoxicity %	Hep lipid drop	Hep lipid drop cells 6.5 µM	human PMI inhibition	Dynein transport	Dynein transport cytoplasmic EGFP	Dynein transport nuclear GR-EGFP	Dynein transport cell count	T cell HTS	T cell HTS vesicle-bound %	Insulin prom up	Insulin prom up cell count
CNS(=O)(=O)c1cccc(C(=O)OCc2cc(C(C)=O)ccc2OC)c1	-2.4	1124	i	0.4	1.1	1.3	2.5	10	-17	707	6%	0.98	-0.2	0.87	-0.82	i	35	-0.06	1339
CCCn1c(SCC(=O)Nc2nc(C)c(C(=O)OC)s2)nnc1C(C)C	-4.5	999	i	1.0	1.1	4.2	2.2	5.4	.	.	-4%	0.23	-0.22	0.16	-1.5	i	28	0.81	1213
Cc1nc(C(=O)NNC(=O)c2ccccc2)c(C(F)(F)F)o1	-1.2	1206	i	0.5	.	.	.	.	-4	653	.	0.25	-0.2	0.081	-0.59	i	26	-0.26	1385
Cc1c(NC(=O)CSc2nnc(Nc3ccccc3)s2)c(=O)n(-c2ccccc2)n1C	-1.3	1129	i	0.3	1	4.1	1.9	6.6	-12	615	14%	-0.82	-0.24	-0.48	0.87	i	39	0.02	1534
COc1ccccc1NC(=O)CSc1nc(O)cc(=O)[nH]1	-1.4	1045	i	7.0	1.1	3.3	3.0	8.6	3	586	17%	-1	-0.24	-0.7	1.1	i	18	0.53	1968
Cc1cc(N2CCN(Cc3cn(C)nc3-c3ccccc3F)CC2)cc(C)n1	69*	193*	i	0.9	1.1	21*	19*	58*	-66	383	0%	0.29	-0.35	0.019	0.71	i	41	0.6	1116
COc1ccc(Cc2noc(CN(C)CC3CCN(Cc4ccccc4)CC3)n2)cc1OC	-1.6	1538	i	0.1	.	.	.	.	2	789	.	-1.1	-0.23	-0.64	0.69	i	53	0.23	1066
Cc1cc(-c2ccco2)n(CC(=O)NCCCc2ccccc2)n1	-2.5	1098	i	1.7	1.1	3.0	1.8	17	-14	671	4%	0.4	-0.17	0.33	0.14	i	25	0.02	2024
NC(=O)c1nnsc1Sc1c(C(N)=O)nnn1-c1cccc(N)c1	3.2	971	i	0.0	1.2	3.7	2.0	4.2	1	702	-16%	-1.1	1.9	0.16	0.99	i	31	0.74	1181
CC(C)c1nc(SCC(=O)N2CCOCC2)c2c(=O)n(C)c(=O)n(C)c2n1	-0.2	1164	i	2.2	1.1	5.4	2.0	7.4	.	.	7%	-0.45	-0.17	-0.2	-0.27	i	28	-0.33	911
COc1ccc(CCCc2nnc(SCC(=O)Nc3ncc(C)s3)o2)cc1	-4.4	971	i	1.5	1.1	4.0	1.9	5.3	.	.	0%	1.6	-0.18	1.1	-1.3	i	26	1.6	1221
Cc1cc(Nc2ccccc2O)c2ccccc2n1	-0.2	1508	i	0.0	1	2.2	2.2	9.1	-9	580	.	-0.44	-0.21	-0.38	0.51	i	59	-1.3	1604
O=C(c1ccccc1)N(C1=NCCCCS1)c1ccccc1	-1.2	1044	i	3.7	1.1	5.8	2.6	6.4	-30	702	14%	-0.33	-0.18	-0.41	0.076	i	49	0.39	1388
O=C(COC(=O)Cn1cnc2ccccc21)NCCc1ccc(Cl)cc1	-4.0	1012	i	0.3	1.1	3.6	2.6	8.7	-3	774	4%	-0.088	-0.099	-0.024	0.68	i	16	0.02	906
Cc1ccccc1NC(=O)Cn1c(NCC(C)O)nc2ccccc21 (stereo not drawn)	2.1	1054	i	0.2	1.1	3.7	2.6	6.2	9	669	1%	-0.63	-0.24	-0.12	-0.16	i	49	-0.03	1489
Cc1cc(=O)oc2cc(OCc3ccc(C(=O)OCC(=O)Nc4ccccc4OC(F)F)cc3)ccc12	.	.	i	0.3	1.1	2.4	2.1	3.0	.	.	0%	0.42	-0.17	-0.0096	-0.19	i	39	-1.1	1370
Cc1ccc(CNC(=O)[C@H](C)[C@H]2C[C@]2(C)[C@H](NC(=O)OCc2ccccc2)c2ccccc2)o1	.	.	i	2.8	1	3.9	3.9	6.7	-55	627	-9%	-2.1	-0.0069	-0.26	0.19	.	.	0.13	981
C=CCOC(=O)C1=C(C)OC(N)=C(C#N)C1c1ccc2c(c1)OCO2 (stereo not drawn)	-0.6	1037	i	0.2	1.1	4.7	2.3	7.3	-16	716	25%	-0.18	-0.2	-0.34	-0.33	i	25	0.57	1153
CC1(C)Cc2c(cnn2-c2ccccc2)-c2c1c1ccccc1n2CC(O)CCl (stereo not drawn)	.	.	i	1.0	1.1	1.1	0.9	1.6	3	761	2%	-0.19	-0.2	-0.056	-0.64	i	1	.	.

Rows are unselected; about 3% have a hit in one of these screens.
